Screening results from PubChem.
IL2 activator: activators of IL-2 | activation, % (series mostly up to about 46 µM) | IL-2 activation reporter assay, cell-based qHTS; stimulated with anti-CD3/CD4/CD28 beads; in transgenic mouse T cells | actives 0.065% (n = 360,000) | AID 652025; in the data active = activation above about 50%; inconclusive = mostly about 30% to 49%; also: 0% is about no effect
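Unstimulated transgenic mouse T cells, 750 per well, received compound and, after 60 minutes, anti-CD3/anti-CD4 bead plus anti-CD28 stimulation. EGFP and DsRed were quantified after 18 hours.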
EPAC1 antagonist: blocks human EPAC1 exchange factor. O95398. EPAC1 GEF assay, Rap1b-BODIPY-GDP exchange fluorescence. Potency, µM (highest dose often 115 µM), inactives show at the highest dose activity change, negative = inhibition, actives largely listed as inhibitors. actives 0.14% (n = 360,000). AID 720709;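 also: potency is read from the fitted curve at half-maximal effect; plate controls were vehicle for no effect and positive control for full effect; nearly all actives have a fitted effect of over 50% in size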
GLP-1R agonist: GLP-1 receptor (human) agonism | actives 0.007% (n = 380,000) | Potency, µM (doses to about 45.6 µM), inactives show at the highest dose activation, usual class: activators | HEK293 GLP-1R CRE-luciferase, luminescence, 4-6 h; cells express a hypersensitive GLP-1R form | AID 624172; also: potency is read from the fitted curve at half-maximal effect; % of control where 0% means no effect
Target sequence (P43220 whole entry, looked up): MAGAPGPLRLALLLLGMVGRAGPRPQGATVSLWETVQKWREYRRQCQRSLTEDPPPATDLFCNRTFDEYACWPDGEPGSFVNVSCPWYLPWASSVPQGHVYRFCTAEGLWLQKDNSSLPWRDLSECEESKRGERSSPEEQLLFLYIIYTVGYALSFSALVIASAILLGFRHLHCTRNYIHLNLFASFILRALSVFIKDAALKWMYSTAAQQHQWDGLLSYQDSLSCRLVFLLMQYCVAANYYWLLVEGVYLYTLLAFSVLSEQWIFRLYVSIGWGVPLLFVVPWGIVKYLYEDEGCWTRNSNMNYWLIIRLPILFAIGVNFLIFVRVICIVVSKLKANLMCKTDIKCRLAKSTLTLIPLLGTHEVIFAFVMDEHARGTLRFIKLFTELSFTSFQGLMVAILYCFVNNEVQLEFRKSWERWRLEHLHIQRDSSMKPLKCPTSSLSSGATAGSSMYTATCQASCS
PLK1 PBD block: blocks phosphopeptide binding to human PLK1 polo-box domain | AID 720504 | actives 2.8% (n = 360,000) | Potency, µM, for the others: max response, negative = inhibition, most hits filed as inhibitors | P53350 | Plk1 PBD binding of FITC phosphopeptide, fluorescence polarization; also: potency is read from the fitted curve at half-maximal effect; series mostly up to about 57 µM; % is scaled to controls: 0 for no effect and ±100 for the full control effect; nearly all actives have a fitted effect of over 65% in size
Target sequence (P53350 whole entry, looked up, the tested form may be a part): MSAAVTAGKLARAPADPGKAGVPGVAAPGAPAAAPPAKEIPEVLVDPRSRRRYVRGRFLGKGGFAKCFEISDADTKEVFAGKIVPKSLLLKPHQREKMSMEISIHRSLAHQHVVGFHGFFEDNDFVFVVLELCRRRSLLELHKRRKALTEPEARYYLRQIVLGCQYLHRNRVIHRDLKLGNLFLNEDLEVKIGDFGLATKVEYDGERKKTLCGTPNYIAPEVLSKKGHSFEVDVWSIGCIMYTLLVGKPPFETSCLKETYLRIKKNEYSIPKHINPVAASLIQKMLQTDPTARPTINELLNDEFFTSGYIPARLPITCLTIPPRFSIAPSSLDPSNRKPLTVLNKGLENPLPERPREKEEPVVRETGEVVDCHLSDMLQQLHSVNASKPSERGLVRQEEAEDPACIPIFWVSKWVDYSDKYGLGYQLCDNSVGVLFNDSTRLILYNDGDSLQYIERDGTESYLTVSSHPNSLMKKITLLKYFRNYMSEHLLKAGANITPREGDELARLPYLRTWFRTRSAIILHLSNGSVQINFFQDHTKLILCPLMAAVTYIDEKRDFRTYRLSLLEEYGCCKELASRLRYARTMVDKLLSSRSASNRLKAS
EPAC1 ag: activates human EPAC1 exchange factor. actives 0.073% (n = 360,000). Potency, µM (highest dose often 154 µM), without a hit: top-dose activation, most hits filed as activators. EPAC1 agonist qHTS, biochemical assay; response scale: 100% = response to 6.5 mM cAMP. O95398; also: potency is read from the fitted curve at half-maximal effect; nearly all actives have a fitted effect of over 60% in size
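Nucleotide exchange assay: 100 nM EPAC1 with 250 nM Rap1B loaded with BODIPY-GDP and 50 uM GDP, room temperature. Fluorescence (480/540 nm) read every 5 min for 30 min; signal change normalized to 6.5 mM cAMP as full agonist.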
PTHR1 ag: agonists of human PTHR1 parathyroid hormone receptor. Q03431. HEK293 GP2 PTHR1 cells, GloSensor cAMP luminescence, 1 h. Potency, µM (series often up to 115 µM), inactives show top-dose activation, most hits filed as activators. actives 0.075% (n = 410,000). AID 743266; also: potency is read from the fitted curve at half-maximal effect; nearly all actives have a fitted effect of over 55% in size; some results filed as inactive show a strong effect at the top dose; inactives centre near -15; many of its hits are not listed in these tables
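HEK-293-derived GP2 cells expressing PTHR1 and a GloSensor cAMP reporter, 3,000/well, plated overnight, given luciferin plus IBMX (each 0.5 mM as added) for 1 h at 37 °C, then compound for 1 h at 37 °C. Luminescence was read after 15 min at room temperature.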
HEK293 tox: cytotoxic in the GLP-1 receptor inverse agonist counter-screen | HEK293 cAMP-luciferase reporter cells, luminescence, 24 h | Potency, µM (titrated, usually from 38.3 µM), for inactives: at the highest dose activity change, negative = inhibition, actives largely listed as inhibitors | actives 0.13% (n = 410,000) | AID 624418;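 also: loss of luciferase light is scored as toxicity; potency is read from the fitted curve at half-maximal effect; % is scaled to controls: 0 for no effect and ±100 for the full control effect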
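Seeding density was 200 cells/uL; after overnight-length (12 h) culture, 23 nL compounds went on for 24 h at 37 °C. Readout used a luciferase detection reagent, luminescence taken after 12 min at room temperature.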
PI5P4Ka inh: PI5P4K alpha (human) kinase inhibition; P48426; PI5P4Kalpha enzyme, ADP-Glo luminescence, 60 min; stronger effect = lower value; AID 652105; max response, %; actives 1.2% (n = 330,000); active = max response of -50% or lower; inconclusive = between -30% and -50%; inactive = -30% or higher; also: value at the top dose of about 77 µM; % is scaled to controls: 0 for no effect and ±100 for the full control effect
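ADP-Glo luminescence end-point after a 60 min room-temperature kinase reaction. PI5P4Kalpha and substrate in HEPES pH 7.4 buffer with EGTA, 0.1% CHAPS and 5% DMSO; ATP at 5 microM final.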
GLP1R inv ag: GLP-1 receptor (human) inverse agonism | P43220 | HEK293 GLP-1R CRE-luciferase, luminescence, 24 h; GLP-1R form is constitutively active | Potency, µM (doses to about 38.3 µM), inactives show at the top dose activity change, negative = inhibition, most hits filed as inhibitors | actives 1.6% (n = 410,000) | AID 624417; also: potency is read from the fitted curve at half-maximal effect; % is scaled to controls: 0 for no effect and ±100 for the full control effect; nearly all actives have a fitted effect of over 55% in size
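Stable HEK293 clone (constitutively active GLP-1R + cAMP-response luciferase); 200 cells/uL plated, 12 h pre-culture, compound 24 hr, 37 deg C/5% CO2; detection reagent 12 min RT; luminescence.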
Starred values were filed as active, the others as inactive; i = inactive; ? = inconclusive; . = not tested or not shown; & = joins results of further samples; [ ] = remark or other dose. Unless noted, calls follow the shape of the dose curve; as a rule, active = well fitted curve in the direction sought with a large enough effect; inconclusive = small, poorly fitted or top-dose-only effect, or another doubt; inactive = no such curve, though single readings can be large; an effect the other way counts as inactive or inconclusive. This is a subset; rates above refer to the full screens.

no.	canonical_smiles	IL2 activator	EPAC1 antagonist	GLP-1R agonist	PLK1 PBD block	EPAC1 ag	PTHR1 ag	HEK293 tox	PI5P4Ka inh	GLP1R inv ag
1	Nn1c(SCC(=O)Nc2nccs2)nnc1-c1ccco1	-4.2	-2%	-15%	-18%	1%	-7%	5%	-11	11%
2	O=C(CNC(=O)c1ccc(Cl)cc1)N/N=C/c1cccnc1	0.3	-12%	11%	-5%	4%	i	-7%	-6	11%
3	O=C(NCCC1CCCCN1S(=O)(=O)c1ccccc1)C(=O)NCc1ccco1 (configuration not stated)	14	14%	4%	-9%	3%	-5%	-12%	4	?
4	Cc1ccccc1-c1nnn(CC(=O)N2CCN(S(=O)(=O)c3ccc(Cl)cc3)CC2)n1	-0.1	-19%	-11%	-5%	10%	-8%	-22%	1	?
5	CCn1c(C(C)NC(=O)c2ccccc2C)n[nH]c1=S (configuration not stated)	0.6	0%	2%	3%	6%	i	5%	-5	8%
6	CC(C)C(NC(=O)c1ccccc1)C(=O)OCC(=O)N1CCCC1 (configuration not stated)	0.0	20%	3%	-10%	-2%	i	1%	4	6%
7	O=C(CSc1nccn1Cc1ccccc1)Nc1ccccc1	-5.4	-5%	12%	-3%	1%	-34%[inhibitor]	-4%	6	-19%
8	Fc1ccc(-c2nnc(Cc3nnc(-c4ccc(F)cc4)o3)o2)cc1	-2.3	-5%	-13%	-7%	1%	-8%[57.5 µM]	0%	.	3%
9	COc1cccc(NC(=O)CN(C)C(=O)CC2CCCC2)c1	-2.1	-9%	5%	0%	-4%	17%	-4%	10	-7%
10	CCC(C)/C(C)=N/NC(=O)C1COc2ccccc2O1 (configuration not stated)	-0.1	6%	6%	-6%	22%	i	-8%	5	-8%
11	Cc1ccc(S(=O)(=O)n2nc(OC(=O)c3cccc(F)c3)cc2N)cc1	-2.2	-16%	-1%	-29%	0%	24%	-13%	-13	13%
12	COc1ccc(NC(=O)Nc2cccc(-c3noc(C)n3)c2)cc1	.	.	-2%	.	.	-43%[inhibitor]	-2%	.	8%
13	O=C(CCc1ccccc1)NC(NC(=S)Nc1ccc(Br)cc1)C(Cl)(Cl)Cl (configuration not stated)	-1.2	-5%	-10%	-8%	5%	-17%[57.5 µM]	?	.	?
14	Cn1nnnc1SCCNCc1ccc(OCc2ccccc2Cl)cc1	.	.	4%	.	.	-26%	-16%	.	-16%
15	COc1ccc(-c2nnc(SCC(=O)Oc3ccc(C)cc3)o2)cc1	1.0	1%	-1%	-17%	1%	i	0%	3	5%
16	CC(C)CN(C(=O)C(C)N1C(=O)c2ccccc2C1=O)c1c(N)n(Cc2ccccc2)c(=O)[nH]c1=O (configuration not stated)	1.3	-2%	-7%	1%	0%	-3%	-10%	1	5%
17	COc1ccc(C(=O)NCc2cnn(C)c2)cc1OC1CCN(C(C)C)CC1	0.4	0%	-4%	1%	-12%	-8%	-8%	1	-4%
18	COc1ccccc1C1NC(=O)c2ccccc2O1 (configuration not stated)	0.2	-11%	-1%	1%	-5%	-24%	-4%	-1	3%
19	O=C(N/N=C\c1cc2c(cc1Cl)OCO2)c1cccs1	-1.9	-1%	17%	2%	-9%	-13%	4%	-11	20%
20	O=C(CN1C(=O)C2C3C=CC(C3)C2C1=O)Nc1ccc(S(=O)(=O)Nc2nccs2)cc1 (configuration not stated)	0.2	-10%	-5%	-4%	4%	i	-6%	0	0%
21	CCOC(=O)c1c(C)[nH]c(C)c1C(=O)CSc1nnc(-c2ccc(OC(F)F)cc2)o1	-0.1	-18%	-3%	-6%	-9%	-32%[inhibitor][57.5 µM]	7%	5	?
22	CCOc1ccccc1C=NNC(=O)CCCCC(=O)NN=Cc1ccccc1OCC	-3.7	8%	-1%	1%	4%	i	10%	-2	21%
23	Cc1c(C(=O)N2CCN(c3ccccc3)CC2)sc2ncnc(N3CCN(c4ccccn4)CC3)c12	-3.3	-26%	16%	-1%	1%	-28%	-1%	4	12%
24	Cc1ccc(C(=O)Cn2c(=N)n(CCN3CCOCC3)c3ccccc32)cc1	-0.3	-8%	5%	6%	0%	-9%	2.5µM*	3	?
25	COc1ccc(CN2CCc3ccc(NC(=O)c4ccncc4)cc3C2)c(F)c1	0.0	-6%	1%	7%	3%	-15%	-4%	12	-5%
26	CCOC(=O)c1cn(CC(=O)Nc2cccc(Cl)c2C)nn1	6.7	3%	-20%	-4%	6%	i	2%&-15%	1	11%&6%
27	CCOc1ccccc1N1CCN(C(=S)NCc2ccco2)CC1	0.4	-5%	-11%	-12%	2%	-3%	7%	-16	-28%
28	COC(=O)c1ccc(Sc2nnnn2-c2ccccc2)c([N+](=O)[O-])c1	-2.6	-17%	-19%	0%	11%	-10%	-5%	0	?
29	Cc1cc(C(=O)Cn2cc(C(F)(F)F)ccc2=O)c(C)n1-c1ccccc1	-0.2	-3%	12%	4%	0%	-2%	-26%	-8	-27%
30	CC(C#N)(NC(=O)CN1CCN(S(=O)(=O)c2ccccc2Cl)CC1)C1CC1 (configuration not stated)	0.2	-6%	-3%	5%	-18%	i	?	-7	7%
31	CC(C)(C)OC(=O)N1CCC(c2c(C(=O)O)cnn2-c2ccccc2Cl)CC1	-1.0	-1%	-8%	-8%	7%	-25%	4%	.	2%
32	Cc1cc2ncn(-c3ncnc4sc5c(c34)CCCC5)c2cc1C	-1.5	-4%	16%	-7%	11%	-14%	6%	4	-44%
33	COc1cccc(C(=O)O[C@H]2[C@H](Cc3ccccc3)NS(=O)(=O)[C@H]3C[C@@H]4C=C[C@]23O4)c1	-0.4	?	3%	-14%	-14%	-24%	7%	0	7%
34	Cc1cccc(N(CC(=O)Nc2ccccc2C(F)(F)F)S(=O)(=O)c2ccccc2)c1C	.	.	-6%	.	.	i	1%	.	11µM*
35	Cc1c(Cl)c(=O)oc2cc(OCC(=O)N3CCCC(C)C3)ccc12 (configuration not stated)	-5.2	8%	22%	-2%	0%	i	64%[activator]	-1	34%[activator]
36	COc1ccc(-n2c(SCC(N)=O)nnc2-c2ccco2)cc1	-0.3	1%	12%	-7%	14%	i	1%	-4	4%
37	O=S(=O)(Cc1cccc(F)c1)c1c[nH]c2ccccc12	-2.4	-21%	3%	-19%	-11%	-18%	-2%	-1	-3%
38	O=C(C1=NN[C@@H]2C(=O)N(Cc3ccccc3)C(=O)[C@H]12)c1ccc(F)cc1	1.8	14%	0%	3%	-2%	-21%	33%[activator]	0	15%
39	COc1ccc(C(=O)NNC(=O)CSc2nnnn2-c2cc(OC)cc(OC)c2)cc1	-5.4	-3%	16%	-13%	1%	-14%	-2%	0	-25%
40	O=C(NC1CCCCC1)c1cc2c(Cl)nc3ccccc3c2s1	.	.	0%	.	.	-44%[inhibitor]	11%	.	11%
41	CCNS(=O)(=O)c1ccc(NC(=O)Nc2ccc3c(c2)OCO3)cc1	-1.4	3%	0%	-3%	-8%	-11%	-10%	-1	?
42	Cc1cc(C(=O)O/N=C(\N)c2ccncc2)ccc1[N+](=O)[O-]	0.3	-5%	2%	-12%	13%	-4%	10%	6	4%
43	NC(=O)CN(Cc1ccccc1)S(=O)(=O)c1ccc2c(c1)OCCO2	0.0	-8%	1%	-4%	3%	-1%	-12%	5	-7%
44	CCN(CC(=O)NC(C)(C)C)C(=O)C(c1ccccc1)c1ccccc1	-0.6	-19%	0%	-1%	9%	-12%	8%	7	-12%
45	Cc1ccccc1CS(=O)(=O)c1cn(CC(=O)N2CCOCC2)c2ccccc12	-1.3	2%	-1%	-6%	-13%	-15%	-2%	4	16%
46	O=C(O)c1cc(N/N=C/c2ccc3c(c2)OCCO3)ccc1Cl	1.5	27%	-37%[inhibitor]	-14%	-6%	-44%	0%	?	?
47	CCC(C)c1ccc(NC(=S)NCCn2cc(Br)cn2)cc1 (configuration not stated)	-1.1	-10%	15%	-27%	-8%	-11%	?	13	?
48	O=C(OCCN1C(=O)c2ccccc2C1=O)c1cccs1	0.1	4%	16%	2%	10%	?	2%	.	8%
49	COc1ccc(NC2=C(Cl)C(=O)N(CCc3ccccc3)C2=O)c(OC)c1	0.0	-22%	-9%	-12%	10%	i	-12%	-2	-42%
50	CCCCN(C(=O)Cc1coc2cc(C)c(C)cc12)c1c(N)n(Cc2ccccc2)c(=O)[nH]c1=O	0.3	0%	0%	-8%	28%	-8%	0%	-10	8%
51	O=C(Nc1cccc(F)c1)NC1CCCCCCC1	-1.1	-28%	13%	-7%	4%	-31%	-23%	4	?
52	Cc1ccccc1OCCOC(=O)c1c(-c2ccccc2)noc1C	-2.7	-22%	20%	-7%	-3%	-3%	5%	4	?
53	COc1cccc(NC(=O)Cn2c3ccccc3c3nc4n(c(=O)c32)CCS4)c1	4.7	-1%	3%	4%	0%	i	7%	16	38%[activator]
54	CNC(=O)c1ccc(NC(=O)CCc2c(C)noc2C)cc1	1.7	-12%	8%	-12%	2%	-1%	1%	3	5%
55	COc1ccc(C(=O)N[C@H](C(=O)NCc2ccccc2)C(C)C)cc1	1.7	5%	7%	0%	-2%	i	0%	-6	0%
56	Cc1cccc(NC(=O)CNC(=O)CSc2nc(N)cc(N)n2)c1C	0.4	-1%	4%	-10%	2%	i	-5%	-7	24%
57	CCCCn1c(N)c(N(CC(C)C)C(=O)CN2C(=O)c3ccccc3C2=O)c(=O)[nH]c1=O	-2.8	11%	7%	1%	1%	i	2%	1	15%
58	CC1=C(C)CC(C(=O)Nc2nc(C)cs2)C(C(=O)O)C1 (configuration not stated)	-0.5	8%	-5%	-3%	12%	-14%	3%	2	8%
59	Clc1ccc(-n2nnnc2-c2cnc(-c3ccccn3)nc2-c2cccs2)cc1	-1.0	-19%	-3%	-11%	5%	-24%	?	2	-25%
60	CCOC(=O)c1cc(NC(=O)c2cccnc2)cc(C(=O)OCC)c1	2.1	2%	?	-1%	5%	-13%	?	.	0%
61	O=C(Cn1nnc(-c2ccncc2)n1)N1CCc2ccccc21	-0.3	10%	-1%	-3%	6%	i	-24%	.	-18%
